# Compound activity (PubChem BioAssay)
# LYP phosphatase – LYP phosphatase inhibitors, primary screen, biochemical, DiFMUP fluorescence, recombinant catalytic domain, 10 µM (AID 606); Tyrosine-protein phosphatase non-receptor type 22 (Homo sapiens); recombinant LYP catalytic domain, DiFMUP fluorescence; higher % means a stronger effect; inhibition, % at 10 µM; hits with a dose series show IC50 in µM; 52,000 tested, under 10 active;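 active = IC50 under 40 µM in the dose-response test; inactive = IC50 of 40 µM or more, or never dose-tested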
# KRASV12 cytotoxicity – cytotoxicity in KRAS-transformed pancreatic duct cells, primary screen, cell-based, fluorescence, HTS (AID 431); HPDE-C7K KRASV12 cells, Alamar Blue viability, 48 h; higher % means a stronger effect; cytotoxicity, % at 10 µM; hits with a dose series show EC50 in µM; 63,000 tested, 1.7% active;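 active = compounds whose percent cytotoxicity in the single-dose primary screen, scaled between solvent and toxic-drug controls, exceeds 50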;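 also: 0% = DMSO solvent wells and 100% = doxorubicin-treated wells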
# TNAP inhibition – human TNAP enzyme inhibitors, biochemical, luminescent (AID 518); Alkaline phosphatase, tissue-nonspecific isozyme (Homo sapiens); purified TNAP enzyme, luminescent substrate readout; higher % means a stronger effect; inhibition, % at 20 µM; hits with a dose series show IC50 in µM; 64,000 tested, 0.09% active; in the data active = a potency from the dose series; inactive = the rest, 99 in 100 with inhibition below about 22%;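 also: plate controls were vehicle for no effect and reference inhibitor for full effect; many of its hits are not listed in these tables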
# HPDE-C7 viability – cytotoxicity in HPDE-C7 cells, cell-based, fluorescence, HTS (AID 430). HPDE-C7 pancreatic duct cells viability, fluorescence; higher % means a stronger effect. cytotoxicity, % at 10 µM, or EC50 in µM where a hit was titrated. 63,000 tested, 1.8% active;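 also: cells exposed to compound for 48 hours before viability readout; 0% = vehicle and 100% = reference cytotoxic drug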
# HT1080 viability – cytotoxicity in HT1080 fibrosarcoma cells, cell-based, fluorescence readout (AID 620); 87,000 tested, 0.42% active; HT1080 viability, fluorescence; higher % means a stronger effect; cytotoxicity, % at 10 µM; hits with a dose series show EC50 in µM;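 also: cells exposed to compound overnight then 4 h with Alamar Blue; 0% = vehicle DMSO and 100% = killing control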
# PMK inhibit – S. pneumoniae PMK inhibitors, primary screen, biochemical, mevalonate pathway, pilot trial included; 65,000 tested, 0.49% active; purified PMK, PK/LDH-coupled NADH absorbance 340 nm; inhibition, % at 10 µM; AID 539, 2006;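 active = top-ranked compounds by inhibition in the single 10 µM screen, taking a fixed number of the strongest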;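 also: 0% = full reaction with DMSO carrier and 100% = background rate without enzyme reaction; no value below 0 was filed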
# DPM-DC inhibit – S. pneumoniae DPM-DC inhibitors, primary screen, biochemical, PK/LDH-coupled NADH fluorescence; calls only at 10 µM; diphosphomevalonate decarboxylase (Streptococcus pneumoniae D39); 65,000 tested, 0.49% active; purified DPM-DC;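 active = the 320 compounds with the highest percent inhibition in the single-dose primary screen, excluding strongly autofluorescent ones, cut at about 32% in these data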;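 also: kinetic rate of NADH fluorescence loss reporting ADP formed by the decarboxylase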
# Bfl-1 displacement – Bfl-1 inhibitors, primary screen, biochemical, fluorescence polarization, FITC-Bid, mouse (AID 432) | Bcl-2-related protein A1 (Mus musculus) | FITC-Bid BH3 peptide fluorescence polarization displacement; higher % means a stronger effect | 64,000 tested, 0.02% active | displacement, % at 20 µM; hits with a dose series show IC50 in µM; in the data active = a potency from the dose series; inactive = the rest, 99 in 100 with displacement below about 15%; also: strong numbers were not always called active
# Spn MK inh – S. pneumoniae MK inhibitors, primary screen, biochemical, PK/LDH-coupled NADH absorbance. mevalonate kinase [Streptococcus pneumoniae D39]. purified MK, PK/LDH-coupled NADH absorbance 340 nm. inhibition, % at 10 µM. 65,000 tested, 0.48% active. AID 555, 2006;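 active = ranked among the strongest by inhibition in the single 10 µM screen, a fixed top-ranked set picked for dose follow-up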; also: no value below 0 was filed
# PMK inhibit pilot replicates – also measured in PMK inhibit; calls as there; inhibition, %; measured here: pilot screen replicates
# Spn MK inh pilot replicates – recorded beside Spn MK inh, whose call it bears; inhibition, %; measured here: pilot screen replicates
# DPM-DC inhibit pilot screen % – also measured in DPM-DC inhibit; calls as there; inhibition, %; measured here: pilot screen trials
# The depositor's hits bear a star; i = inactive; · = no result given; [ ] = dose if it differs, or a comment. Rule as the data show it, unless noted: active = cytotoxicity above about 50%; inactive = the rest.
SMILES,LYP phosphatase,KRASV12 cytotoxicity,TNAP inhibition,HPDE-C7 viability,HT1080 viability,PMK inhibit,DPM-DC inhibit,Bfl-1 displacement,Spn MK inh,others
Cc1[nH]nc2c1C(c1ccccc1F)CC(=O)N2 (stereo not drawn),·,0%,10%,-14%,9%,13,i,-14%,10,
Cc1cnc(C(=O)Nc2ccc3c(c2)CCC3)cn1,5%,7%,9%,1%,-1%,13,i,-3%,0,
Cc1ccc(-c2nnn(CC(=O)NC3CC4CCC3C4)n2)cc1 (stereo not drawn),·,-5%,20%,-7%,-2%,13,i,-7%,11,PMK inhibit pilot replicates=2.0;Spn MK inh pilot replicates=0.0;DPM-DC inhibit pilot screen %=2.0
CCCCn1c(=N)n(CC(O)COc2ccc(C)cc2)c2ccccc21 (stereo not drawn),·,14%,5%,-1%,5%,8,i,-9%,8,
Cn1c(=O)c2c(nc(N3CCCCCC3)n2CC(=O)c2ccccc2)n(C)c1=O,6%,3%,12%,-10%,2%,9,i,1%,1,
CCOC(=O)c1cc(-c2ccco2)nc2c1c(C)nn2-c1ccccc1,·,-7%,6%,-9%,4%,5,i,-7%,0,
Cc1ccc(N(CC(O)CN(C)C)S(=O)(=O)c2ccccc2)cc1 (stereo not drawn),8%,0%,15%,3%,-3%,4,i,2%,26,
Cc1nn(-c2nc3ccccc3n2Cc2ccccc2)c2c1C(=O)CC(C)(C)C2,8%,-14%,-5%,-8%,-16%,3,i,2%,7,
COc1ccccc1CN1CC(C(=O)N2CCN(c3ccc(F)cc3)CC2)CC1=O (stereo not drawn),-1%,0%,8%,-6%,-10%,13,i,-4%,4,PMK inhibit pilot replicates=0.5;Spn MK inh pilot replicates=0.0;DPM-DC inhibit pilot screen %=0.0
Cc1ccccc1NS(=O)(=O)c1cc(C(N)=O)ccc1C,-15%,6%,22%,4%,-1%,7,i,-7%,2,
COc1cccc(C(=O)CN2CCC(NC(=O)NC3CCCCC3)CC2)c1,6%,28%,20%,18%,-5%,7,i,-5%,0,PMK inhibit pilot replicates=9.0;Spn MK inh pilot replicates=2.5;DPM-DC inhibit pilot screen %=0.0
CCn1c(COc2cccc(C)c2)nnc1SCC(=O)N1CCCC1,7%,-6%,12%,-3%,-14%,4,i,-1%,11,
CC(=O)c1c(C)nc2ccc(Br)cc2c1C(=O)O,7%,3%,3%,-7%,2%,13,i,4%,8,
CCCN1CCN(C(=O)c2cn(CC(C)C)c(=O)c3cc(OC)c(OC)cc23)CC1,·,13%,10%,7%,·,17,i,-5%,8,PMK inhibit pilot replicates=3.5;Spn MK inh pilot replicates=0.0;DPM-DC inhibit pilot screen %=0.0
COCCCn1cnc2c(c1=O)c1nc3ccccc3nc1n2CCc1ccccc1,10%,9%,15%,-1%,0%,0,·,-2%,3,
Cc1ccc(-n2nc3c(c2NC(=O)c2cccs2)CSC3)cc1,-11%,-6%,7%,-8%,4%,18,i,-3%,7,
CC(C)(Oc1cccc2ccccc12)C(=O)O,12%,-21%,11%,4%,2%,3,i,4%,5,
CC(C)(C)OC(=O)N[C@@H](Cc1c[nH]c2ccccc12)c1nnc(SCC(N)=O)o1,1%,-20%,8%,-23%,31%,3,i,2%,2,
O=C(CN(C1CCCCC1)S(=O)(=O)c1ccccc1)N1CCCC1,11%,-12%,15%,-23%,-6%,0,i,-13%,5,
COC(=O)C1Sc2[nH]c(=O)sc2C2c3ccccc3OC(=O)C12 (stereo not drawn),4%,6%,14%,2%,0%,13,i,-6%,0,

# Part of the list above in order of SMILES length, lowest first:
SMILES,LYP phosphatase,KRASV12 cytotoxicity,TNAP inhibition,HPDE-C7 viability,HT1080 viability,PMK inhibit,DPM-DC inhibit,Bfl-1 displacement,Spn MK inh,others
CC(=O)c1c(C)nc2ccc(Br)cc2c1C(=O)O,7%,3%,3%,-7%,2%,13,i,4%,8,
CCn1c(COc2cccc(C)c2)nnc1SCC(=O)N1CCCC1,7%,-6%,12%,-3%,-14%,4,i,-1%,11,
Cc1ccc(-c2nnn(CC(=O)NC3CC4CCC3C4)n2)cc1 (stereo not drawn),·,-5%,20%,-7%,-2%,13,i,-7%,11,PMK inhibit pilot replicates=2.0;Spn MK inh pilot replicates=0.0;DPM-DC inhibit pilot screen %=2.0

# Continuation.
SMILES,LYP phosphatase,KRASV12 cytotoxicity,TNAP inhibition,HPDE-C7 viability,HT1080 viability,PMK inhibit,DPM-DC inhibit,Bfl-1 displacement,Spn MK inh,others
Cc1cc(C)cc(N(C(=O)C2CCCC2)C2C=CS(=O)(=O)C2)c1 (stereo not drawn),8%,-9%,3%,5%,-2%,5,i,-16%,0,
COc1ccccc1-c1nc(S(=O)(=O)c2ccc(Cl)cc2)c(N(C)C)o1,5%,3%,5%,0%,0%,7,i,-8%,10,
Cn1c(SCc2cccc3ccccc23)nnc1-c1ccco1,·,4%,11%,-1%,10%,2,i,7%,3,PMK inhibit pilot replicates=0.0;Spn MK inh pilot replicates=0.0;DPM-DC inhibit pilot screen %=0.0
CCc1cccc(NC(=O)Cn2cccc2)c1,2%,4%,10%,2%,8%,9,i,-5%,8,
ON1C(c2ccc(Cl)cc2Cl)N(O)[C@H]2CCCC[C@H]21 (stereo partly drawn),12%,8%,13%,-1%,5%,19,i,-1%,9,
c1ccc(Oc2cccc(NC3=NCCC3)c2)cc1,-10%,19%,10%,6%,3%,10,i,2%,8,
COc1ccc2[nH]c(=O)c(CN(C(=O)C3CCCO3)c3ccc(C)cc3)cc2c1 (stereo not drawn),·,-7%,9%,-13%,21%,15,i,2%,11,
Cc1cccc(-n2ncc3c(Nc4ccc(F)cc4)ncnc32)c1,-3%,-16%,-7%,-12%,-1%,2,i,-15%,0,
Cc1cc(-c2nc3ncccc3o2)ccc1N,-1%,24%,17%,11%,28%,7,·,-4%,9,PMK inhibit pilot replicates=8.0;Spn MK inh pilot replicates=0.5
CCN(CC)S(=O)(=O)c1ccc(Cl)c(C(=O)Nc2nnc(C)s2)c1,15%,11%,8%,8%,-2%,8,i,-4%,7,
Cc1cccc(NC(=O)C2CCCN2C(=O)OCC(C)C)c1C (stereo not drawn),-3%,23%,20%,18%,-4%,12,i,-3%,1,PMK inhibit pilot replicates=0.5;Spn MK inh pilot replicates=0.0;DPM-DC inhibit pilot screen %=0.0
COc1ccc2c(c1)cc(C(=O)O)n2C,2%,13%,17%,8%,0%,17,i[may fluoresce],4%,0,PMK inhibit pilot replicates=3.5;Spn MK inh pilot replicates=0.0;DPM-DC inhibit pilot screen %=60
O=C(CN1CCN(c2ccc(F)cc2)CC1)OCc1ccccc1,16%,-9%,2%,-2%,5%,10,i,3%,10,PMK inhibit pilot replicates=0.0;Spn MK inh pilot replicates=0.0;DPM-DC inhibit pilot screen %=0.0
CCn1cnc2sc(C(=O)O)c(C)c2c1=O,·,6%,7%,9%,1%,6,i,0%,8,
O=C(Nc1ccccc1)N(CCc1nc2ccccc2[nH]1)C1CCCC1,·,2%,4%,7%,4%,0,i,3%,7,
COc1cc(C)nc(N2CCCC(C(=O)Nc3cccc(Cl)c3Cl)C2)n1 (stereo not drawn),13%,16%,16%,8%,-7%,0,i,2%,8,PMK inhibit pilot replicates=1.5;Spn MK inh pilot replicates=0.5;DPM-DC inhibit pilot screen %=1.0
CCOC(=O)c1[nH]c2ccccc2c1NC(=O)c1ccc(Br)o1,-9%,·,·,·,4%,0,i,·,54*,
O=C(OCn1nnc2ccccc2c1=O)c1cccs1,-18%,-6%,10%,-14%,-2%,5,i,1%,3,
COc1ccc(S(=O)(=O)N2CCCCC2)cc1Br,9%,10%,6%,11%,1%,7,i,-2%,11,
c1ccc(-c2nnc3sc(CN4CCC5(CC4)OCCO5)cn23)cc1,·,1%,8%,-3%,0%,10,i,-5%,4,
COC(=O)C1CCN(C(=O)Cc2ccc(OC)c(OC)c2)CC1,1%,-3%,8%,-3%,-5%,0,i,-2%,0,
CCn1c(CSc2nc3ccccc3[nH]2)n[nH]c1=S,10%,0%,0%,-18%,-2%,7,i,5%,17,
Cc1ccc(-c2nc(CSCC(=O)NCCCN3CCOCC3)c(C)o2)cc1,·,·,·,·,1%,6,i,·,5,
CCSc1nnc(NC(=O)c2csc3c2CCCC3)s1,7%,1%,8%,4%,5%,7,i,1%,6,
CC(=O)c1c(C)[nH]c(C(=O)Nc2ccc3c(c2)OCCO3)c1C,3%,-4%,13%,-14%,30%,6,i,-5%,9,PMK inhibit pilot replicates=2.5;Spn MK inh pilot replicates=1.0;DPM-DC inhibit pilot screen %=1.0
CC(NC(N)=O)C12CC3CC(CC(C3)C1)C2 (stereo not drawn),-6%,-11%,11%,4%,4%,0,i,4%,8,
Nc1nc2ccccc2n1CCOc1ccccc1Cl,·,2%,-4%,2%,8%,6,i,-4%,0,
CC(C)C(c1nnnn1Cc1ccc2c(c1)OCO2)N1CCN(c2ccccc2)CC1 (stereo not drawn),5%,-8%,22%,-9%,1%,22,i,-1%,2,
COc1ccc(OC)c(NC(=O)c2nnn(Cc3ccccc3C)c2N)c1,-2%,2%,4%,7%,12%,2,i,-6%,0,
NC(=O)NC(Cc1ccccc1)c1ccccc1 (stereo not drawn),11%,2%,6%,3%,1%,5,i,-6%,1,
CCOC(=O)c1c(CN2CCCCC2)oc2ccc(O)cc12,13%,4%,0%,1%,-1%,14,i,-7%,10,
CCCCn1c(/N=C/c2cc(OC)ccc2O)nc2ccccc21,·,-1%,3%,-2%,-9%,0,i,-3%,12,
CCn1cc2c(c1-c1cccc(C)c1)c(=O)n(C)c(=O)n2C,11%,15%,7%,-3%,17%,9,i,-2%,7,
COc1ccc(CCNC(=O)CSc2nc(O)c(CC(C)C)c(=O)[nH]2)cc1OC,10%,2%,9%,-7%,4%,9,i,1%,11,
CCOC(=O)c1cc(-c2ccc(F)cc2)n(CC(=O)Nc2nccs2)c1C,2%,4%,6%,0%,-6%,8,i,-7%,3,
Cc1ccc(F)c(NC=C2C(=O)OC(C)(C)OC2=O)c1,·,1%,10%,4%,7%,1,i,-8%,3,
Fc1ccc(CNc2nc(-c3ccco3)cc(C(F)(F)F)n2)cc1,14%,7%,18%,17%,-9%,4,i,0%,11,
COc1ccc(-c2noc(CN(C)S(=O)(=O)c3ccccc3)n2)cc1OC,-2%,-6%,19%,7%,5%,11,i,-1%,6,
COc1ccccc1-c1ccc(=O)n(CC(=O)Nc2ccc(C(=O)N3CCCC3)cc2)n1,9%,-1%,3%,-1%,-2%,11,i,5%,0,
O=C(Nc1nc2n(n1)C(c1ccc(Cl)cc1)CC(c1ccc(Cl)cc1)N2)c1ccco1 (stereo not drawn),-5%,21%,-1%,28%,27%,6,i,-4%,3,
